# Bioassay records from PubChem.
# GPT2 inhibitor: blocks human glutamate pyruvate transaminase 2 | Recombinant GPT2, coupled pyruvate oxidase/HRP Amplex Red fluorescence | Potency, µM (highest dose often 57.7 µM), inactives show at the top dose activity change, negative = inhibition, actives largely listed as inhibitors | 100,000 compounds, 0.25% hits; also: potency is read from the fitted curve at half-maximal effect; nearly all actives have a fitted effect of over 60% in size; many of its hits are not listed in these tables
#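 Fluorescence of coupled pyruvate oxidase/HRP/Amplex Red system (50uM Amplex, 30 min, dark) reports pyruvate formed by GPT2. Enzyme reaction: 10ng/uL GPT2, 2mM L-alanine, 250uM a-KG, 30 min room temperature, pH 7.5; 50uM AOA control.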
# FLuc inh: Photinus pyralis luciferase inhibition. purified P. pyralis luciferase, luminescence, biochemical. Potency, µM (doses to about 115 µM), for inactives: at the highest dose activity change, negative = inhibition, hits mostly inhibitors. 76,000 compounds, 2.5% hits. AID 1347043; also: potency is read from the fitted curve at half-maximal effect; nearly all actives have a fitted effect of over 65% in size
# Target sequence (P08659 whole entry, looked up): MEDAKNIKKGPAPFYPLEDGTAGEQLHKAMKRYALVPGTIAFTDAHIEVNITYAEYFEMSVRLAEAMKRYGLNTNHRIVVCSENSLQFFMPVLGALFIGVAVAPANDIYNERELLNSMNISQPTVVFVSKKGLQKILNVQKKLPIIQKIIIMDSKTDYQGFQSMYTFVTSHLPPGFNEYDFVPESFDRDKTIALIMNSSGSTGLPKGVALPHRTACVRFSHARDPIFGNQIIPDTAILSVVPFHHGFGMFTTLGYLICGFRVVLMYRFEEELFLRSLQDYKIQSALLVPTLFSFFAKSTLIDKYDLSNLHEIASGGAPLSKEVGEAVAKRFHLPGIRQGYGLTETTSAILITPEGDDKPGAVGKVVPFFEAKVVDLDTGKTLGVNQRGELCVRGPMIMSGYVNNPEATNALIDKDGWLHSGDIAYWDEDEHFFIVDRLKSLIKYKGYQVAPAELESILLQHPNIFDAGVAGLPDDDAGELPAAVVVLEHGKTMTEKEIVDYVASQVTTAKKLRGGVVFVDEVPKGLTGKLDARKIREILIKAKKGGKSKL
#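 FLuc 10nM, D-luciferin 10uM, ATP 10uM, Mg acetate 10mM, Tris acetate pH 7.5, Tween/BSA; cpd qHTS; enzyme added last; CCD luminescence.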
# SNCA expr inh: inhibitors of alpha-synuclein (SNCA) gene expression; HEK-293 SNCA-luciferase knock-in, luminescence, 24 h; 140,000 compounds, 0.17% hits; AID 1671194; Potency, µM (highest dose often 57.2 µM), without a hit: at the top dose activity change, negative = inhibition, actives largely listed as inhibitors;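 also: potency is read from the fitted curve at half-maximal effect; plate controls were DMSO cells for no effect and cell-free wells for full effect; nearly all actives have a fitted effect of over 45% in size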
# HEK293 tox: HEK 293 cell cytotoxicity | HEK 293 viability, ATP luminescence (CellTiter-Glo), 48-72 h | Potency, µM (doses to about 115 µM), without a hit: at the top dose activity change, negative = cytotoxicity, most hits filed as inhibitors | 94,000 compounds, 6.6% hits; also: potency is read from the fitted curve at half-maximal effect; nearly all actives have a fitted effect of over 60% in size
#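 Viability of HEK 293 cells, plated at 250 cells/well, was judged by cellular ATP after compound treatment for 48 or 72 hr. Luminescence was imaged 10 min after CellTiter-Glo addition at room temperature.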
# IP6K1 inhibitor: IP6K1 kinase inhibition. Q92551. AID 1645851. 140,000 compounds, 0.81% hits. IP6K1 kinase, ADP-Glo luminescence, 2 h; hits give low values. activity change, % (series mostly up to about 58 µM); in the data active = activity change below about -25%
# Target sequence (Q92551 whole entry, looked up): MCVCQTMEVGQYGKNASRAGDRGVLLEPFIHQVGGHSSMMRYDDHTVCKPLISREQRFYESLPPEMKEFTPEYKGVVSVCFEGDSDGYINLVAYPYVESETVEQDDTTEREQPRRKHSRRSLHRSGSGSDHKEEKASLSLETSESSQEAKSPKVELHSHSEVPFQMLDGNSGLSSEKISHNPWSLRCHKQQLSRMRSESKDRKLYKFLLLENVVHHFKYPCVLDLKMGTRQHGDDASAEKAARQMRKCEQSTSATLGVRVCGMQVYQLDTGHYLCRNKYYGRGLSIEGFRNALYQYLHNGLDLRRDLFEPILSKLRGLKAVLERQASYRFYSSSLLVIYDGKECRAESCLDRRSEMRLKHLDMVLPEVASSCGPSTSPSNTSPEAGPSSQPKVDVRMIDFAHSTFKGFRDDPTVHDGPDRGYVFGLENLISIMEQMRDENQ
#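 ADP-Glo luminescence measures ADP made by human IP6K1 during a 2 h RT reaction with ATP/IP6 (mix at 1.3 mM/130 uM); top library doses 57.5 and 19.1 uM final.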
# 3T3 cytotox: NIH 3T3 cell cytotoxicity | NIH 3T3 viability, CellTiter-Glo ATP luminescence, 48-72 h | Potency, µM (series often up to 96.7 µM), without a hit: at the top dose activity change, negative = cytotoxicity, hits mostly inhibitors | 94,000 compounds, 4.3% hits | AID 1345082; also: potency is read from the fitted curve at half-maximal effect; nearly all actives have a fitted effect of over 55% in size
#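 Cells were seeded at 400 per well, treated with pin-transferred compound, and kept 48 or 72 hr at 37 °C before CellTiter-Glo addition and luminescence imaging of cellular ATP.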
# HEK293 viab: reduces viability of HEK-293 SNCA reporter cells. Potency, µM (highest dose often 57.1 µM), for inactives: at the top dose activity change, negative = cytotoxicity, hits mostly cytotoxic. HEK-293-SNCA-luc viability, GF-AFC fluorescence, 24 h. 150,000 compounds, 0.12% hits;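 also: potency is read from the fitted curve at half-maximal effect; 0% = DMSO-treated cells and -100% = medium-only wells without cells; nearly all actives have a fitted effect of over 30% in size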
#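 Cytotoxicity counterscreen: after 24 h compound treatment of genome-edited SNCA-luciferase HEK-293 cells, live-cell protease substrate GF-AFC read by fluorescence after 30 min; activity scaled between DMSO (0%) and medium-only (-100%), curves Hill-fitted.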
# * hit, by the source's call; i = inactive; ? = inconclusive; · = not tested or not shown; [ ] = remark or other dose. Unless noted, calls follow the shape of the dose curve; as a rule, active = well fitted curve in the direction sought with a large enough effect; inconclusive = small, poorly fitted or top-dose-only effect, or another doubt; inactive = no such curve, though single readings can be large; an effect the other way counts as inactive or inconclusive. Unless noted, % is scaled to controls: 0 for no effect and ±100 for the full control effect.
SMILES,GPT2 inhibitor,FLuc inh,SNCA expr inh,HEK293 tox,IP6K1 inhibitor,3T3 cytotox,HEK293 viab
CCCC1(CO)CCCN(Cc2nnc(-c3cccc(F)c3)o2)C1 (stereo unspecified),-2%,-9%,12%,?,-3,?,-8%
COc1ccc2[nH]c3c(c2c1)CCNC31CCN(C(=O)c2cccnc2C)CC1,3%,-3%,20µM*,?,6,-21%,-3%[12.5 µM]
O=C(CSc1n[nH]c(-c2ccccc2)n1)NCCc1ccccc1,·,·,15%,·,6,·,-15%
COCCNC(=O)C(NC(=O)c1cccs1)C1CCN(C(=O)c2cccs2)CC1 (stereo unspecified),i,-8%,-2%,i,31,-10%,-2%
Cc1ccc(C(=O)N2CCC3(CC2)N(C)C(=O)CS3(=O)=O)cc1,2%,-3%,-22%,i,5,1%,4%
O=C(NCC1CCOCC1)c1ccccc1C(F)(F)F,i,12%,13%,10%,-2,-8%,1%
CC(C)(C)NC(=O)N1CCCCCCNC(=O)[C@@H]2C[C@@H](C(=O)N3CCN(c4ccccn4)CC3)C[C@@H]21,i,0%,-17%,-12%,12,-25%,-13%
COc1cccc(NC(=O)c2cc3c(N4CCCC4)nc(C)cn3n2)c1,i,-12%,20%,-12%,-5,-10%,?
CC(=O)NC1(C)CCN(Cc2ccc(-c3ccccc3OCc3ccccc3)cc2)C1 (stereo unspecified),4%[88.5 µM],?,0%[87.6 µM],32µM*,4,32µM*,-20%[87.6 µM]
Cc1cc(C(=O)N2C[C@H](NC(=O)Cn3nnnc3N)[C@@H](C3CC3)C2)c(C)o1,-7%,-7%,-18%,5%,0,i,4%
CCC(=O)N1CCc2cc(S(=O)(=O)CCC(=O)N(C)c3ccc(OC)cc3)ccc21,·,·,26%,·,2,·,3%
COc1ccc2c(CNCc3cccs3)c(C(=O)O)n(Cc3ccccc3F)c2c1,·,·,-26%,·,1,·,-13%
O=C(c1cccc(Cl)c1)N1C[C@@H](CO)[C@H](c2ccccn2)C1,i,3%,-11%,i,0,4%,-4%
O=C(NC1CCCCC1)[C@H]1O[C@H](CCN2CCNCC2)CC[C@@H]1O,-9%[88.5 µM],-5%[172 µM],9%[87.6 µM],?,14,-1%[174 µM],-7%[87.6 µM]
Cc1cc(Nc2ccc(C(C)C)cc2)nc(-n2nc(C)cc2C)n1,·,·,?,·,19,·,-27%
N#Cc1ccc(C(=O)Nc2ccc([C@H]3OCC(=O)N(Cc4cccnc4)[C@@H]3CO)cc2)cc1,-33%,?,-8%,?,-4,?,-3%
C[S+](=O)([O-])N1CC2(Cc3ccccc31)CN(C(=O)c1ccccc1Cl)C2,-3%,6%,6%,?,-7,-30%,-1%
COc1ccc(N2CC3CCC(C2)N3C(=O)c2c(C)noc2C)cc1,i,·,-10%,-22%,3,-16%,0%
CCc1nn(CC(=O)N2CCCCC2)c(=O)c2cc3occc3n12,·,·,1%,·,-4,·,-5%
COC(=O)N1CCCN(c2nccc(Nc3ccc(C)cc3)n2)C1,?,·,110%[activator][87.6 µM],50µM*,-15,35µM*,-13%[12.5 µM]
Cc1ccc(NC(=O)N2CCCC(c3noc(COc4ccccc4)n3)C2)cc1C (stereo unspecified),i,4µM*,34%[activator],?,18,?,9%[12.5 µM]
CCOc1ccc(NC(=O)CSc2nnc3c(C)cc4ccccc4n23)cc1,·,·,15%,·,27,·,0%
CN1[C@@H](CCC(=O)N2CCN(c3ccccn3)CC2)CNC(=O)[C@@H]2[C@H]1CCN2Cc1cccs1,-3%,5%,-5%,?,11,?,-7%
Cc1ccc(-c2cc(C(=O)N3CCN(S(=O)(=O)c4ccc(Br)cc4)CC3)[nH]n2)cc1C,·,·,23%,·,3,·,-1%
O=C(NCc1ccc(F)cc1)c1cc2n(n1)CCCN(Cc1ccc(F)cc1)C2=O,·,·,9%,·,15,·,-10%
# Continued:
SMILES,GPT2 inhibitor,FLuc inh,SNCA expr inh,HEK293 tox,IP6K1 inhibitor,3T3 cytotox,HEK293 viab
O=C(NCCc1ccccc1)C1CCC(CNS(=O)(=O)c2ccc(Cl)cc2)CC1 (stereo unspecified),·,·,116%[activator],·,1,·,0%
O=C(c1cc2n(n1)CC(c1ccc(Cl)cc1)OC2)N1CCN(c2ccccc2Cl)CC1 (stereo unspecified),-1%,3%,?,28µM*,3,?,7%
O=C(CN1CCN(c2nc3ncccc3o2)CC1)c1cccc(Cl)c1,-19%,0%,-23%,-21%,-9,-22%,-9%
Cc1cccc(-c2cccc(CN3CCCC(C(=O)N4CCN(C)CC4)C3)c2)c1 (stereo unspecified),-5%,·,36%[activator],25µM*,3,?,2%
COc1cccc(N2CC(NC(=O)c3ccc(S(=O)(=O)N4CCCC4)cc3)CC2=O)c1 (stereo unspecified),·,·,-14%,·,5,·,-4%
Cc1cc2ccccc2n1-c1ccc(C(=O)N2CCCCC2)s1,·,·,28%,·,-1,·,-3%
CCN1c2ccccc2-c2nc(SCC(=O)Nc3cccc(C(F)(F)F)c3)ncc2S1(=O)=O,·,·,14%,·,7,·,-15%
O=C(c1c(-c2ccccc2)cc(=O)n2c1CCC2)N1CCN(c2ccccc2F)CC1,i,·,87%[activator],?,17,-12%,-2%
C[C@H](c1ccccc1)N1C(=O)[C@@H]2CN(C(=O)c3cccs3)CCN2C1=O,0%[88.5 µM],0%[172 µM],-5%[87.6 µM],i,-14,1%[174 µM],2%[87.6 µM]
O=C(CSc1nccn1-c1ccccc1)Nc1nc2ccccc2s1,·,·,74%[activator],·,-15,·,-10%
O=C(NCCC1CCN(C(=O)Nc2cc(F)ccc2F)CC1)C1CCCC1,i,2%,?,-24%,0,-11%,0%
CCN(CC)CCCNC(=O)CCCn1c(=O)[nH]c2ccc(Br)cc2c1=O,·,·,-2%,·,1,·,-3%
Cc1nc2c3ccccc3nc(NNC(=O)CCC(=O)N3CCN(c4ccc(F)cc4)CC3)n2n1,·,·,5%,·,8,·,-3%
COc1cc(CNCCc2ccc(Cl)cc2)ccc1OCC(O)CN1CCOCC1 (stereo unspecified),-5%,5%,-20%,?,-2,?,-8%
O=C1c2cnc(-c3ccccc3)nc2OCCN1Cc1ccccc1,1%[88.5 µM],11µM*,56%[activator][87.6 µM],?,9,?,7%[87.6 µM]
O=C1CC(c2cccc(F)c2)c2c(n3ncnc3[nH]c2=O)N1 (stereo unspecified),·,·,40%[activator],·,-6,·,3%
Cc1ccccc1C(=O)N1CCn2c(nn(-c3ccc([N+](=O)[O-])cc3)c2=O)C1,i,2%,0%,?,14,?,-8%
Cc1ccc(-c2cn3c(n2)sc2cc(C(=O)NCCCN4CCCCC4)ccc23)cc1,·,·,?,·,-9,·,25µM*
CCOc1ccc(NC(=O)CCc2nnc3n(C)c(=O)c4sccc4n23)cc1,·,·,-18%,·,-5,·,5%
O=C(NCc1ccccc1)c1nc2c(o1)CCN(Cc1ccc(F)cc1F)CC2,-1%[88.5 µM],-5%[172 µM],11%[87.6 µM],100µM*,2,71µM*,-9%[87.6 µM]
CCC(=O)N(C1CCOCC1)C1CCN(S(=O)(=O)c2cc(F)ccc2C)CC1,i,-2%,-7%,2%,4,3%,4%
CN(C)C(=O)C1CCCN(c2nccc(Nc3ccccc3F)n2)C1 (stereo unspecified),i,·,98%[activator][87.6 µM],?,6,?,-16%[12.5 µM]
O=C(c1ccoc1)N1CCCC(c2noc(COc3ccccc3)n2)C1 (stereo unspecified),-7%,-11%,47%[activator],-25%,41,-18%,4%[12.5 µM]
O=C(CN1C(=O)NC(c2ccc(Cl)cc2)C2=C1COC2=O)Nc1cccc(F)c1 (stereo unspecified),i,-3%,?,45µM*,-8,28µM*,-16%
Cc1ccc([S+](=O)([O-])N2CCn3c(nn(-c4ccc(C(F)(F)F)cc4)c3=O)C2)cc1,2%,-7%,-1%,-21%,5,-18%,3%

# Compound profiles (already shown). Order of screens: GPT2 inhibitor, FLuc inh, SNCA expr inh, HEK293 tox, IP6K1 inhibitor, 3T3 cytotox, HEK293 viab
# O=C(CN1C(=O)NC(c2ccc(Cl)cc2)C2=C1COC2=O)Nc1cccc(F)c1 (stereo unspecified) as listed: i, -3%, ?, 45µM*, -8, 28µM*, -16%
# Cc1cccc(-c2cccc(CN3CCCC(C(=O)N4CCN(C)CC4)C3)c2)c1 (stereo unspecified) as listed: -5%, ·, 36%[activator], 25µM*, 3, ?, 2%
# Cc1cc(C(=O)N2C[C@H](NC(=O)Cn3nnnc3N)[C@@H](C3CC3)C2)c(C)o1 as listed: -7%, -7%, -18%, 5%, 0, i, 4%

# Entries from the list above that have a CF3 group (three):
SMILES,GPT2 inhibitor,FLuc inh,SNCA expr inh,HEK293 tox,IP6K1 inhibitor,3T3 cytotox,HEK293 viab
O=C(NCC1CCOCC1)c1ccccc1C(F)(F)F,i,12%,13%,10%,-2,-8%,1%
CCN1c2ccccc2-c2nc(SCC(=O)Nc3cccc(C(F)(F)F)c3)ncc2S1(=O)=O,·,·,14%,·,7,·,-15%
Cc1ccc([S+](=O)([O-])N2CCn3c(nn(-c4ccc(C(F)(F)F)cc4)c3=O)C2)cc1,2%,-7%,-1%,-21%,5,-18%,3%

# Further compounds follow:
SMILES,GPT2 inhibitor,FLuc inh,SNCA expr inh,HEK293 tox,IP6K1 inhibitor,3T3 cytotox,HEK293 viab
CC1=NS(=O)(=O)N(C)C=C1C(=O)OCc1nc(-c2ccsc2)no1,i,-13%,3%,-11%,6,-13%,0%
CC1CCN(S(=O)(=O)c2csc(C(N)=O)c2)CC1,·,·,3%,·,-22,·,5%
CCCN(CCC)S(=O)(=O)c1ccc(C(=O)Nc2sc3c(c2C(=O)OC)CCN(CC)C3)cc1,·,·,7%,·,1,·,?
COc1ccc(-c2cn3c(n2)CO[C@@H](CNC2CCOCC2)C3)cc1,-5%[88.5 µM],-27%[172 µM],52%[activator][87.6 µM],-7%[172 µM],7,-12%[138 µM],0%[87.6 µM]
Cc1nc2c(c(-c3ccc(O)cc3)n1)CN(Cc1cccc3ccccc13)CCC2,i,-11%,-10%,32µM*,-3,32µM*,-16%
CCCN1C(=O)C(O)(CC(=O)c2ccc(C(C)C)cc2)c2ccccc21 (stereo unspecified),·,·,15%,·,4,·,-4%
CCc1ccc(NC(=O)CSc2nc(=O)n(Cc3ccncc3)c3c2CCC3)cc1,·,·,-1%,·,17,·,1%
O=C(NCc1nnc2c(-c3nc(C4CC4)no3)cccn12)c1ccc(F)c(F)c1,2%,1%,-8%,i,7,1%,-8%
O=C(CCC1N=C2c3ccccc3N=C(SCc3ccc(F)cc3)N2C1=O)NC1CCCCC1 (stereo unspecified),·,·,3%,·,-5,·,6%

# Not all compounds are listed; rates above refer to the full screens.
